# proKLK7 act – proKLK7 (human) activation, primary screen; purified proKLK7, EDANS-DABCYL substrate fluorescence; 100% is mature enzyme control, 0% vehicle; P49862; 0.9% of 370,000 active; activation, % at 7 µM;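 active = activation above the mean of all tested compounds plus 3 SD, computed per campaign excluding outliers beyond control limits, cut at about 13% in these data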
# NR1D1 modulator – modulators of human Rev-erb alpha DNA binding. Rev-erbα–FITC-DNA binding, fluorescence polarization, 90 min. P20393. 0.79% of 370,000 active. activity, % at 10 µM. AID 1259318;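 active = activity above about 14%, limit read from the data; passing the limit was not always enough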;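 note: 0% = DMSO wells with 35 nM protein and 100% = DMSO wells with 750 nM protein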
# PLC-beta3 inh – PLC-beta3 (human) inhibition, primary screen; Purified PLC-beta3, fluorogenic substrate, fluorescence; inhibition, % at 12.2 µM; 0.18% of 370,000 active; in the data active = inhibition above about 11%;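 note: 0% = median of compound wells on plate and 100% = full blocker control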
# Target sequence (Q01970 whole entry, looked up): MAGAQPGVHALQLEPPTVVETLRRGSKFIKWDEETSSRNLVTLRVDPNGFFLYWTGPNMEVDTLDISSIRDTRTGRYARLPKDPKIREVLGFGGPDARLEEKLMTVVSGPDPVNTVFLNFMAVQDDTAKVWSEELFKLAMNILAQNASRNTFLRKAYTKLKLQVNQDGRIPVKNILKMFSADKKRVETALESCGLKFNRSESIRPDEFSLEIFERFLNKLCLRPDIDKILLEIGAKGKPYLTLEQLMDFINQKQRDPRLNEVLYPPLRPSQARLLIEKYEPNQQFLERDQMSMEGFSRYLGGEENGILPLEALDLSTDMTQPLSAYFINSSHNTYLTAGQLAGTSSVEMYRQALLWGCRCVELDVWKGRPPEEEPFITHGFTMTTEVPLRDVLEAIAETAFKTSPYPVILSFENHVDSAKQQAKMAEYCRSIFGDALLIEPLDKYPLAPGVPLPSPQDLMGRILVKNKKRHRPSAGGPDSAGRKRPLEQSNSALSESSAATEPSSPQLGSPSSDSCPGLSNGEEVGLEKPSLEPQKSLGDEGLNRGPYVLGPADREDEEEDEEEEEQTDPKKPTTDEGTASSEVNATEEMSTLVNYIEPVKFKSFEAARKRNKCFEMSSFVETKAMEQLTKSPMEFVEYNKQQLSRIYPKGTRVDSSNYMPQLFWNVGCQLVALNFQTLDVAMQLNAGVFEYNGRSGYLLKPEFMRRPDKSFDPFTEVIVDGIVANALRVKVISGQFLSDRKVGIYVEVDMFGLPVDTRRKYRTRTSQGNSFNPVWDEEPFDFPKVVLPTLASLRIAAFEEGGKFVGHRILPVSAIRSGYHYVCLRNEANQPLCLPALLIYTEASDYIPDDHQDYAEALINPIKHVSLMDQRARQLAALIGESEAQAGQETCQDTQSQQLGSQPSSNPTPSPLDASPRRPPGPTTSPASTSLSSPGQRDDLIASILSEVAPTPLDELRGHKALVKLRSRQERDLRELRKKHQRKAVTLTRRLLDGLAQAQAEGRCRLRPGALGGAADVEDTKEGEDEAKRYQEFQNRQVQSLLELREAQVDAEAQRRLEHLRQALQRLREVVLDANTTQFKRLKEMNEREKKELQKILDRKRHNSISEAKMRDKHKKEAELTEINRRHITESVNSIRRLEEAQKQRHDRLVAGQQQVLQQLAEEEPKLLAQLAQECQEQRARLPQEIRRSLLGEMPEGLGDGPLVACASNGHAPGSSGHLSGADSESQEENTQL
# UHRF1 MBD2 ctr – blocks human UHRF1 binding to methylated DNA. Q96T88. UHRF1 binding to methylated oligo, TR-FRET. inhibition, % at 4.4 µM. 0.75% of 370,000 active. AID 687016; in the data active = inhibition above about 21%;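 note: UHRF1 SRA domain binding a hemimethylated CpG hairpin DNA probe; 0% = median of test compound wells and 100% = reference inhibitor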
# Tn7 DDE FP – inhibitors of Tn7 peptide binding to human fibrin DD(E); P02675; FP displacement of FITC-Tn7 peptide from fibrin DD(E); 0% = median of compound wells per plate; inhibition, % at 8.3 µM; 0.13% of 370,000 active; AID 720508;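 active = inhibition above the mean of compounds falling within the control limits plus 3 SD of them, cut at about 14% in these data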;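 note: 0% = plate median of compound wells and 100% = 10 µM Aha-Tn7 peptide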
#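 System: human fibrin DD(E); quantity: Fibrin-DD(E) at 2 µM final; also added: fluorescent Tn7 probe at 0.1 µM; compound dosing: single nominal test concentration of 8.3 µM per compound; schedule: 10 min preincubation, 3 h with tracer, room temperature; detection: fluorescence polarization of the labelled Tn7 tracer; repeats: one replicate per compound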
# ARFGAP1 inh – inhibits rat ARF GTPase activating protein 1 | 0.26% of 360,000 active | Arfgap1-stimulated ARF1 GTP hydrolysis, GDP FP detection | inhibition, % at 16.5 µM | Q62848;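 active = inhibition above a per-plate limit, mean inhibition of low control wells plus 3 SD, cut at about 25% in these data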;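 note: 0% = DMSO wells with enzyme and 100% = wells lacking Arfgap1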
#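 Assay system: purified rat His6-Arfgap1 residues 1-136 (GAP domain); Reagent: human Δ17 ARF1 bound to GTP; Dosing: 16.5 µM single point, 1.26% DMSO; Times: GTP hydrolysis reaction 2 h at 25 °C; Signal: FP, GDP Alexa 633 tracer displaced from anti-GDP antibody, 620/688 nm; Measure: % inhibition from polarization.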
# PLC-gamma1 inh – inhibitors of human phospholipase C gamma1 | inhibition, % at 12.2 µM | 0.84% of 370,000 active | purified PLC-gamma1, fluorogenic substrate, fluorescence | P19174; in the data active = inhibition above about 9.5%
# DDE Tn6 FP inh – inhibitors of Tn6 peptide binding to human fibrin DD(E). 0.21% of 370,000 active. Fibrin DD(E) TRITC-Tn6 fluorescence polarization displacement. inhibition, % at 8.3 µM. P02675;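 active = inhibition above a per-campaign cutoff: mean of compounds within control limits plus 3 SD, cut at about 15% in these data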;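 note: 0% = median of all compound wells on the plate and 100% = blocking peptide control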
# HGIII-sPLA2 inh – Inhibits HGIII-sPLA2 liposome hydrolysis, primary screen; Q9NZ20; QFRET BODIPY PC-A2 liposome hydrolysis, fluorescence; inhibition, % at 12.2 µM; 0.56% of 370,000 active;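 active = inhibition above mean plus 3 SD of compounds lying within the high and low control bounds, cut at about 19% in these data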;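 note: 0% = median of test compound wells and 100% = no enzyme DMSO wells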
# ASAP1 inh – inhibitors of human ASAP1 ArfGAP activity. inhibition, % at 16.5 µM. ASAP1-stimulated ARF1 GTP hydrolysis, GDP FP detection. AID 624377. Q9ULH1. 0.19% of 360,000 active; in the data active = inhibition above about 25%;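 note: 0% = vehicle with enzyme and substrate and 100% = no enzyme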
# * marks the source's active call; other numbers are inactive results; i = inactive.
SMILES,proKLK7 act,NR1D1 modulator,PLC-beta3 inh,UHRF1 MBD2 ctr,Tn7 DDE FP,ARFGAP1 inh,PLC-gamma1 inh,DDE Tn6 FP inh,HGIII-sPLA2 inh,ASAP1 inh
CCN(CC)S(=O)(=O)c1cc(OC)c(Cl)cc1Cl,0.1,0,3,2,-7,-4,2,3,0,0
N#Cc1nc(-c2cccc3ccccc23)oc1N,56*,7,i,2,2,9,i,-1,-4,15
Cc1cc([N+](=O)[O-])nn1CCCC(=O)Nc1cccnc1Cl,-0.3,-4,-1,1,5,12,-1,-2,0,3
CCN1CCC(O)(C(C(=O)OC)c2ccccc2)CC1 (stereo not drawn),0.1,-8,-2,0,3,-3,-1,-10,9,-1
O=C(COC(=O)C1(c2ccccc2)CC1)NNC(=O)c1ccccc1F,-0.2,2,-1,0,-4,2,0,4,-4,-4
Nc1ccn([C@@H]2O[C@H](CO)[C@@H](O)[C@H]2O)c(=O)n1,0.1,5,0,1,2,12,1,-3,11,-5
CCCc1cc(=O)[nH]c(SCC(=O)Nc2c(C)n(C)n(-c3ccccc3)c2=O)n1,0.3,-5,-1,0,-5,11,-5,-7,-8,-14
Cc1ccc(N(CC(=O)Nc2cccc(Cl)c2C)S(C)(=O)=O)cc1,0.3,-4,-8,-2,2,-2,2,0,-5,-1
O=C(CN1C(=O)c2cccc([N+](=O)[O-])c2C1=O)N1CCN(S(=O)(=O)c2ccccc2)CC1,0.0,2,-6,1,-3,-4,1,2,6,5
COc1ccccc1-n1c(SCC(=O)N2CCOCC2)nc2ccccc2c1=O,-0.1,1,-3,1,-1,-5,1,1,0,6
O=C(Nc1ccccc1)C1=C[C@H](c2ccccc2)C[C@H](OCc2ccc(CO)cc2)O1,0.1,-3,-1,2,0,2,-1,-8,-18,11
O=C(Nc1ccc(-n2cnnn2)cc1)c1cccc(S(=O)(=O)N2CCCC2)c1,0.1,-1,-9,1,9,11,-2,-9,0,6
CC1CCCN(C(=O)C2(NC(=O)Nc3cccc(F)c3)CCCCC2)C1 (stereo not drawn),0.6,-5,-5,2,-4,-5,3,1,7,5
O=C(c1cnn(-c2ccccc2)c1)c1ccc2ccccc2c1O,-0.1,-9,-5,-1,3,4,-2,-5,0,3
CCOc1ccccc1/C=N/NC(=O)c1ccc(Cn2cc([N+](=O)[O-])cn2)o1,0.0,2,0,0,1,9,1,0,-3,-2
O=C(c1ccc(C(F)(F)F)cc1)n1ccc(-c2cccs2)n1,-0.3,1,-3,4,2,4,2,-1,11,-7
CCNc1nc(NCC)nc(OCCNS(=O)(=O)c2ccccc2)n1,0.2,2,-6,0,-4,0,0,0,-3,-6
Cc1nn(CC(=O)Nc2ccc(S(=O)(=O)N(C)C)cc2)c(C)c1[N+](=O)[O-],-0.7,0,1,-2,-1,8,0,-3,-6,-17
CCOC(=O)N1CCN(C(=S)Nc2ccccc2C(C)C)CC1,-0.4,-3,-10,0,0,8,2,-3,6,5
O=C(CSc1nc2ncccc2[nH]1)NCc1ccccc1,-0.1,-5,0,0,7,-16,-1,-2,8,-4
Cc1cc(NC(=NC2CC2)c2ccccc2)n(-c2ccccc2)n1,0.3,-2,-2,1,9,3,2,-9,7,1
COc1cc2c(cc1OC)C1=C(C#N)CCC(=NC(=O)c3ccco3)N1CC2,0.0,-10,-13,-7,-5,-11,-10,0,2,-1
COc1cc2c(cc1OC)[C@@]1(c3ccccc3)CCCC[C@H]1[C@@H]2NC(=O)C(F)(F)F,0.1,-4,4,3,3,8,4,-2,10,1
Cc1ccc([C@H]2C(C(=O)O)=CC[C@@H](c3ccc4c(c3)OCO4)N2S(=O)(=O)c2ccc(C)cc2)cc1,0.7,1,-3,-2,7,-8,0,-4,-12,-5
CC(=O)Nc1cccc(C(=O)OCC(=O)NCc2ccc(F)cc2)c1,0.0,-5,0,1,6,-15,1,5,-4,-2
O=C1N(Cc2cccnc2)C[C@@H]2C[C@@H](c3cccc(OC4CCCC4)c3)N3CCC[C@@]123,0.4,-4,-3,-3,1,-10,1,5,-8,4
CC(=O)c1ccc(OCC(=O)NC2CCS(=O)(=O)C2)cc1 (stereo not drawn),-0.1,5,0,-5,-1,-9,0,1,2,-4
O=C(C1CCC(=O)N(C2CC2)C1)N(CCO)Cc1ccccc1 (stereo not drawn),0.2,-4,-7,2,3,6,-1,0,8,-3
CCN1C[C@@H]2[C@@H]3C(=O)N(C)C(=O)[C@@H]3[C@](Cc3ccccc3)(C1=O)N2C(=O)c1ccc(Cl)cc1,-0.4,-6,-3,-1,2,10,-1,5,5,-3
CC(C)c1ccc(/C=N/NC(=O)c2nnn(-c3nonc3N)c2CN2CCOCC2)cc1,-0.2,1,-4,-3,-2,-12,2,5,-8,1
Cc1cccc(N2CCN(CC(=O)Nc3ccc(-n4cnnn4)cc3)CC2)c1C,-0.3,7,1,0,3,11,1,5,4,2
O=C(NCCCN1CCOCC1)C(C(=O)NCCCN1CCOCC1)c1ncc(C(F)(F)F)cc1Cl,0.1,1,4,0,-5,-5,-1,1,-3,5
Cc1cc(NC(=O)CSc2nnc(C)n2C)no1,0.0,-2,-5,1,6,-6,2,6,11,-11
Cc1sc2ncnc(SCC(=O)NC(C)(C)C)c2c1C,-0.3,1,-3,-1,2,-6,-1,0,3,-1
CC1CCCCN1c1nnc(NC(=O)Cn2c(=O)oc3ccccc32)s1 (stereo not drawn),0.3,-1,-1,-1,5,-10,2,5,0,8
O=C(CNc1ccc2c(c1)OCO2)N/N=C\c1ccccc1Cl,0.2,1,-17,-1,1,14,-14,-3,15,-20
Cc1cccc2sc(N(CCN(C)C)C(=O)C3CCN(S(=O)(=O)c4cccs4)CC3)nc12,0.2,-1,0,5,6,6,-1,4,-7,-7
CC(=O)N1N=C(c2ccncc2)OC12CCCCCC2,1.0,0,-59,-4,6,1,-53,16*,-2,1
C=CCc1ccc(OCCOc2cccc(/C=N/n3cnnc3)c2)c(OC)c1,-0.2,1,3,3,-1,1,2,-9,2,18
COc1ccc2nc(NC3=NC(c4ccccc4)CC(=O)N3)nc(C)c2c1 (stereo not drawn),0.6,-4,-66,-2,-3,0,-62,5,-8,14
O=C(NCC1CCCO1)c1cc(-c2ccc(Cl)cc2Cl)on1 (stereo not drawn),-0.7,4,-2,18,1,9,-2,0,-6,10
Cc1ccc(/C=N/NC(=O)c2nnn(-c3nonc3N)c2C)o1,0.2,-4,-3,-2,7,-5,-1,11,0,14
Cc1ccc(C)c(NC(=S)Nc2ncccc2C)c1,0.2,3,1,0,-2,7,0,6,19*,8
CC(C)OC(=O)c1cc2c(ccn2-c2ccc(F)cc2)n1CC(=O)N1CCN(C(=O)c2ccco2)CC1,-3.2,2,-35,2,5,-4,-19,0,-15,7
CCN(CC)S(=O)(=O)c1ccc(N2C(=O)Nc3ccccc3N2O)cc1,-0.4,-2,1,2,-5,10,-4,3,13,12
O=C1[C@H](Cc2ccccc2)NCC=CC[C@H](c2ccc(Cl)cc2)N1Cc1ccccc1,0.3,2,-4,4,-5,-13,3,2,0,2
CCOc1ccccc1C1CC(c2ccccc2)Nc2nc(N)nn21 (stereo not drawn),-1.2,2,-165,-3,4,-9,-119,3,7,-8
COc1ccccc1CNc1cc(-c2ccccc2)ccc1OC,-1.6,7,-1,-6,0,5,-4,-2,3,-12
O=C(NCCc1c[nH]c2ccccc12)C(=O)NCC1OCCN1S(=O)(=O)c1ccc(Cl)cc1 (stereo not drawn),0.6,1,-7,5,1,-3,2,1,-90,-3
CCOC(=O)CSc1ncc(-c2ccccc2)cn1,-1.2,4,1,9,-2,5,1,-6,10,1
Cc1cccnc1NC(=O)c1ccc(S(=O)(=O)N2CCCCC2)cc1,0.1,2,3,1,-3,2,11*,-10,4,-7
CCCCn1nc(C(=O)N(CCOC)c2c(N)n(CCCC)c(=O)[nH]c2=O)c2ccccc2c1=O,-0.8,-3,-8,2,-2,8,5,-4,16,6
O=C(O)c1ccccc1C1Nc2ccccc2C(=O)N1CCCN1CCOCC1 (stereo not drawn),1.9,-3,-44,40*,-1,-1,-24,2,3,2
COc1ccccc1Oc1ccc2c(c1)C(=O)N(c1ccc(Br)c3cccnc13)C2=O,0.4,39*,1,0,9,12,1,-6,3,-10

# Three compounds out of the list above, ordered by the number in NR1D1 modulator, smallest number first.
SMILES,proKLK7 act,NR1D1 modulator,PLC-beta3 inh,UHRF1 MBD2 ctr,Tn7 DDE FP,ARFGAP1 inh,PLC-gamma1 inh,DDE Tn6 FP inh,HGIII-sPLA2 inh,ASAP1 inh
Cc1ccc(N(CC(=O)Nc2cccc(Cl)c2C)S(C)(=O)=O)cc1,0.3,-4,-8,-2,2,-2,2,0,-5,-1
Cc1cc(NC(=NC2CC2)c2ccccc2)n(-c2ccccc2)n1,0.3,-2,-2,1,9,3,2,-9,7,1
O=C(Nc1ccc(-n2cnnn2)cc1)c1cccc(S(=O)(=O)N2CCCC2)c1,0.1,-1,-9,1,9,11,-2,-9,0,6

# Entries listed so far with an aryl methoxy group:
SMILES,proKLK7 act,NR1D1 modulator,PLC-beta3 inh,UHRF1 MBD2 ctr,Tn7 DDE FP,ARFGAP1 inh,PLC-gamma1 inh,DDE Tn6 FP inh,HGIII-sPLA2 inh,ASAP1 inh
CCN(CC)S(=O)(=O)c1cc(OC)c(Cl)cc1Cl,0.1,0,3,2,-7,-4,2,3,0,0
COc1ccccc1-n1c(SCC(=O)N2CCOCC2)nc2ccccc2c1=O,-0.1,1,-3,1,-1,-5,1,1,0,6
COc1cc2c(cc1OC)C1=C(C#N)CCC(=NC(=O)c3ccco3)N1CC2,0.0,-10,-13,-7,-5,-11,-10,0,2,-1
COc1cc2c(cc1OC)[C@@]1(c3ccccc3)CCCC[C@H]1[C@@H]2NC(=O)C(F)(F)F,0.1,-4,4,3,3,8,4,-2,10,1
C=CCc1ccc(OCCOc2cccc(/C=N/n3cnnc3)c2)c(OC)c1,-0.2,1,3,3,-1,1,2,-9,2,18
COc1ccc2nc(NC3=NC(c4ccccc4)CC(=O)N3)nc(C)c2c1 (stereo not drawn),0.6,-4,-66,-2,-3,0,-62,5,-8,14
COc1ccccc1CNc1cc(-c2ccccc2)ccc1OC,-1.6,7,-1,-6,0,5,-4,-2,3,-12
COc1ccccc1Oc1ccc2c(c1)C(=O)N(c1ccc(Br)c3cccnc13)C2=O,0.4,39*,1,0,9,12,1,-6,3,-10
